Bioassay records from PubChem.
PKM2 act: increases activity of human pyruvate kinase M2 | P14618 | purified PKM2, Kinase-Glo ATP luminescence, activation; response scale: 0% is enzyme alone, no compound | Potency, µM (top dose mostly 57.5 µM), for the others: at the highest dose activation, actives largely listed as activators | actives 0.34% (n = 260,000); further: potency means the concentration at half of the fitted maximal effect; nearly all actives have a fitted effect of over 55% in size
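Kinase-Glo luminescence reports ATP generated from ADP (0.1 mM) and PEP (0.5 mM) by purified hPK-M2 after 1 h at room temperature, pH 7.2 imidazole buffer; intermediate enzyme activity allows detecting inhibitors and activators.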
GALK inhibitor: blocks human galactokinase activity | P51570 | Purified GALK, Kinase-Glo residual ATP luminescence | Potency, µM (series often up to 57.5 µM), without a hit: at the top dose activity change, negative = inhibition, hits mostly inhibitors | actives 0.007% (n = 270,000) | AID 1868; further: potency means the concentration at half of the fitted maximal effect
Target sequence (P51570 whole entry, looked up): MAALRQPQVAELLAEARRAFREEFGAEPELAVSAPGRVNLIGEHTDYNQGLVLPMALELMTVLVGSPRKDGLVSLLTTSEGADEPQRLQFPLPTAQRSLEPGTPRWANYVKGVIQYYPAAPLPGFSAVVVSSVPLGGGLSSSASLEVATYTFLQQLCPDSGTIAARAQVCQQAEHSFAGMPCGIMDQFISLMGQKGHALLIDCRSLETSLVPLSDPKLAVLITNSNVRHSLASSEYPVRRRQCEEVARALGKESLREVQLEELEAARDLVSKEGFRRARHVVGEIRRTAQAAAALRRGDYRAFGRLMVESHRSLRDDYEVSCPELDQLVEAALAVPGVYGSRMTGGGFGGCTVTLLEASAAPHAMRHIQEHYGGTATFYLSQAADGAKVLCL
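The enzyme phosphorylates galactose (100 uM) using ATP (35 uM); inhibition is detected as higher residual ATP, quantified by bioluminescence after 1 h reaction at room temperature, pH 8.0.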
B2AR arrestin: agonists driving beta-arrestin recruitment to human beta2-adrenergic receptor; P07550; beta-arrestin recruitment to beta2AR, cell-based reporter; Potency, µM (doses to about 46.1 µM), without a hit: top-dose activation, most hits filed as activators; actives 0.02% (n = 330,000); AID 492947;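 further: potency means the concentration at half of the fitted maximal effect; 0% = DMSO controls and full agonism = EC100 isoproterenol or metaproterenol; nearly all actives have a fitted effect of over 65% in size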
uPA generation: inhibitors of cell surface uPA generation; cell surface uPA generation assay, qHTS; Potency, µM (titrated, usually from 38.3 µM), for the others: at the top dose activity change, negative = inhibition, most hits filed as inhibitors; actives 0.31% (n = 330,000); AID 540303; active means well fitted inhibition curve with a large enough effect; inconclusive means small, poorly fitted or top-dose-only effect; inactive means no such curve, though single readings can be large or run the other way; tested in mouse RAW 264.7 cells; further: potency means the concentration at half of the fitted maximal effect; nearly all actives have a fitted effect of over 55% in size
KCNH2 WT inh: blocks the wildtype human KCNH2 potassium channel. Q12809. actives 0.37% (n = 340,000). activity change, % at 1.84 µM. U2OS, BacMam KCNH2, thallium flux FluxOr; stronger effect = lower value;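 active means maximum activity change below -70%; inconclusive means maximum activity change between -70% and -50%; inactive means maximum activity change above -50%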
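U2OS cells were transduced with wild-type KCNH2 virus (2.03 x 10^8 / mL) for 4 h at room temperature, then cultured overnight at 37 C. Thallium flux was read with FluxOr dye. Rate constants were normalized to DMSO controls.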
USP2a inh: blocks human ubiquitin-specific protease USP2a; USP2 core, Ub-CHOP2 coupled fluorogenic reporter, 485/531; Potency, µM (doses to about 38.3 µM), without a hit: top-dose activity change, negative = inhibition, most hits filed as inhibitors; AID 463254; O75604; actives 0.01% (n = 330,000);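 further: potency means the concentration at half of the fitted maximal effect; plate controls were DMSO wells for no effect and full inhibition by NEM control for full effect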
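USP2 core (10nM final) preincubated 30min RT with compound in 20mM Tris-HCl pH 8.0, 2mM CaCl2, 2mM beta-mercaptoethanol, 0.05% CHAPS; 25nM Ub-CHOP2 plus 25nM reporter substrate added, fluorescence (Ex485/Em531) read after 60min.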
KCNH2 3.1 block: KCNH2 3.1 (human) potassium channel inhibition. U2OS KCNH2 3.1, thallium flux FluxOr; stronger effect = lower value. activity change, % (tested at about 1.8 µM). actives 0.95% (n = 340,000). AID 720553;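 active means maximum activity change below -70%; inconclusive means maximum activity change from -70% to -50%; inactive means maximum activity change above -50%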;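 further: thallium influx rate constant from kinetic fluorescence after stimulation buffer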
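Channel expression came from 3.1 mutant virus (1.77 x 10^8 /mL) applied to suspended U2OS cells for 4 h. Flux was tracked with FluxOr dye plus Red40 quencher, and kinetic rate constants normalized to controls.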
Eya2 phos inh: inhibitors of human Eya2 phosphatase activity. O00167. recombinant Eya2, OMFP fluorescence dephosphorylation (OMFP is methylfluorescein phosphate). AID 488837. Potency, µM (series often up to 76.9 µM), without a hit: at the top dose activity, negative = inhibition, actives largely listed as inhibitors. actives 0.006% (n = 330,000); further: potency means the concentration at half of the fitted maximal effect
Target sequence (O00167 whole entry, looked up): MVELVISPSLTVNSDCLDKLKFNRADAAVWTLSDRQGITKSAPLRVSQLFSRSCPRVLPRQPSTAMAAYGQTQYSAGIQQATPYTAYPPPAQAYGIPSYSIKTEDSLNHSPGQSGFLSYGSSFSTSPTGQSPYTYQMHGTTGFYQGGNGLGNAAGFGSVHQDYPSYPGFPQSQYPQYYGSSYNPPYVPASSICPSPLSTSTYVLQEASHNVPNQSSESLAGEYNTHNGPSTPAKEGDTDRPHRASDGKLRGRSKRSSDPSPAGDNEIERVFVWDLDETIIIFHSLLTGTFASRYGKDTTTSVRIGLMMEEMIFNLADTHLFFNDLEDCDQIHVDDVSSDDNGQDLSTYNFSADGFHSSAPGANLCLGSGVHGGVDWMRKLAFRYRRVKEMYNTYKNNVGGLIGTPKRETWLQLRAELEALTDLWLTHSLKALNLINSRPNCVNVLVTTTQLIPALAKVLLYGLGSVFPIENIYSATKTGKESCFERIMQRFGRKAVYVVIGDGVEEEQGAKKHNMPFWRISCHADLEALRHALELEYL
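Eya2 (0.2 uM) preincubated 10 min at ambient with compound, then OMFP substrate added at 50 uM; 10 min reaction in 50 mM HEPES pH 7.5, 50 mM NaCl, 5 uM MgCl2, 0.05% BSA, 1 mM DTT. Fluorescence read at Ex 485/Em 525 nm.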
Chronic BCR inh: inhibitors of chronic active B-cell receptor signaling. Potency, µM (series often up to 46.1 µM), inactives show at the highest dose ratio change, negative = lower green/red ratio, hits mostly inhibitors. AID 493014. actives 0.05% (n = 340,000). ABC-DLBCL IkBa-CBG/CBR reporter, luminescence ratio, 4 h; active means well fitted inhibition curve with a large enough effect in the signal ratio, with a control signal flat, not every such curve was filed as active; inconclusive means small, poorly fitted or top-dose-only effect, or effect the other way, or a change in a side signal; the % refers to the signal ratio;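 further: potency means the concentration at half of the fitted maximal effect; plate controls were basal doxycycline-induced cells for no effect and cells given 10 µM MG132 for full effect; MG132 reads +100%, hits lower the ratio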
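Concentration-response series (up to 46 uM) were applied to TMD8 dual-reporter cells for 4 h at 37C with doxycycline. Green/red ratio, after filter-overlap correction, defined %Activity; red signal alone was normalised to basal cells and zero luminescence.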
FBPA coupling cs: counter-screen for Giardia aldolase inhibitors: coupling enzyme system; activity change, negative = inhibition, % at 58.2 µM, hits read low; actives 0.67% (n = 290,000); coupling enzyme system counterscreen, AmpLite Red fluorescence; AID 2472; in the data active means activity change below about -30%
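Fluorescence at 525 nm excitation and 598 nm emission measured inhibition of the coupled detection system without aldolase. Compounds (at 57.5 uM final) were preincubated 10 min at room temperature with coupling enzyme reagent before a 20 min substrate/AmpLite Red step.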
Giardia kill: kills Giardia lamblia; Giardia lamblia trophozoite viability; actives 0.15% (n = 340,000); activity change, % at 7.66 µM, hits read low; in the data active means activity change below about -80%; inconclusive means between about -30% and that limit;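 further: parasites exposed to compound for two days anaerobically before the ATP read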
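Killing of trophozoites was scored by loss of ATP luminescence after a 48 hrs anaerobic exposure to compounds at 37 deg C, using 100 cells per well.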
* marks the source's active call; other numbers are inactive results; u = inconclusive; x = no result given. Unless noted, the call rests on the fitted dose curve; in most records, active means well fitted curve in the direction sought with a large enough effect; inconclusive means small, poorly fitted or top-dose-only effect, or another doubt; inactive means no such curve, though single readings can be large; an effect the other way counts as inactive or inconclusive. Unless noted, on the % scale 0 is the no-effect control and ±100 the full control effect. Compounds were not picked by outcome; any-hit rate near 2.4%.

| canonical_smiles | PKM2 act | GALK inhibitor | B2AR arrestin | uPA generation | KCNH2 WT inh | USP2a inh | KCNH2 3.1 block | Eya2 phos inh | Chronic BCR inh | FBPA coupling cs | Giardia kill |
| --- | --- | --- | --- | --- | --- | --- | --- | --- | --- | --- | --- |
| Cc1cccc(N2CCN(C(=O)CSc3ccsc3[N+](=O)[O-])CC2C)c1 (stereo unspecified) | -6% | 0% | -2.1% | -12% | 9 | -14% | 6 | 1% | u | -1 | u |
| CCn1c(-c2ccco2)nc2ccccc21 | 10% | 2% | 0.4% | -5% | -8 | 2% | -8 | 1% | -4% | -2 | -1 |
| O=C1CCNc2cc3ccccc3cc21 | -6% | 1% | 0.0% | -1% | 2 | -19% | 1 | 19% | 10% | 1 | -8 |
| O=C(O)c1cccc2c1C(=O)c1cccc3snc-2c13 | -7% | x | 0.0% | -1% | -4 | 0% | -22 | 13% | 8% | 8 | 10 |
| COc1ccc(N(CC(=O)NCC2CCCO2)C(=O)CCC(=O)Nc2nccs2)c(OC)c1 (stereo unspecified) | x | 4% | -0.5% | 17% | -8 | 0% | 5 | -16% | 0% | 1 | -2 |
| CCOCCc1nnc(NC(=O)C2CCN(C(=O)c3ccco3)CC2)s1 | x | -1% | 0.3% | 3% | -2 | 3% | -8 | -2% | 6% | -1 | -3 |
| COc1cccc(C(=O)Cn2c(N3CCOCC3)nc3c2c(=O)n(C)c(=O)n3C)c1 | 1% | -6% | -0.3% | x | -8 | -1% | 1 | -6% | 2% | -4 | -13 |
| CCCCOCCCNC(=O)c1ccc2c(c1)OCO2 | -1% | 7% | 0.1% | 0% | -2 | 1% | 11 | 10% | 5% | 4 | 2 |

Quoted at random: 4 records from the list.
| canonical_smiles | PKM2 act | GALK inhibitor | B2AR arrestin | uPA generation | KCNH2 WT inh | USP2a inh | KCNH2 3.1 block | Eya2 phos inh | Chronic BCR inh | FBPA coupling cs | Giardia kill |
| --- | --- | --- | --- | --- | --- | --- | --- | --- | --- | --- | --- |
| COc1ccc(N(CC(=O)NCC2CCCO2)C(=O)CCC(=O)Nc2nccs2)c(OC)c1 (stereo unspecified) | x | 4% | -0.5% | 17% | -8 | 0% | 5 | -16% | 0% | 1 | -2 |
| CCCCOCCCNC(=O)c1ccc2c(c1)OCO2 | -1% | 7% | 0.1% | 0% | -2 | 1% | 11 | 10% | 5% | 4 | 2 |
| CCOCCc1nnc(NC(=O)C2CCN(C(=O)c3ccco3)CC2)s1 | x | -1% | 0.3% | 3% | -2 | 3% | -8 | -2% | 6% | -1 | -3 |
| Cc1cccc(N2CCN(C(=O)CSc3ccsc3[N+](=O)[O-])CC2C)c1 (stereo unspecified) | -6% | 0% | -2.1% | -12% | 9 | -14% | 6 | 1% | u | -1 | u |

The results go on.
| canonical_smiles | PKM2 act | GALK inhibitor | B2AR arrestin | uPA generation | KCNH2 WT inh | USP2a inh | KCNH2 3.1 block | Eya2 phos inh | Chronic BCR inh | FBPA coupling cs | Giardia kill |
| --- | --- | --- | --- | --- | --- | --- | --- | --- | --- | --- | --- |
| Cc1ccc(Cn2c(SCC(=O)N/N=C/c3ccccc3OCC(=O)O)nc3ccccc32)cc1 | u | x | -0.8% | 6% | -9 | -1% | 9 | 7% | 11% | 31 | -7 |
| CC(OC(=O)CCOc1ccccc1)C(=O)Nc1ccc(Cl)cn1 (stereo unspecified) | -3% | -2% | -0.2% | -13% | -3 | -12% | -19 | -8% | u | x | -7 |
| Clc1cccc(OCc2nnc(-c3ccccc3Br)o2)c1 | 2% | -1% | 0.5% | 5% | -13 | 1% | -4 | -8% | u | 0 | -13 |
| O=C(N/N=C/c1c[nH]c2ccccc12)C1COc2ccccc2O1 (stereo unspecified) | 3% | 0% | -0.4% | u | -2 | 4% | -11 | -6% | u | -1 | u |
| Cc1nc2ccccn2c1C(=O)N/N=C/c1ccc2c(c1)OCO2 | 3% | 2% | -0.4% | -9% | -4 | -2% | 10 | 6% | -1% | 0 | -2 |
| COc1ccc(N2CCN(C(=O)c3cn(Cc4ccccc4)nc3-c3cccnc3)CC2)cc1 | x | x | -0.8% | -10% | 8 | 1% | 23 | -2% | u | x | 1 |
| COc1ccc(NC(=O)Nc2cnccn2)cc1 | 2% | 1% | -0.2% | u | -4 | 3% | 7 | -2% | u | 0 | -19 |
| O=C(c1ccccc1)c1ccc2cc(O)ccc2c1 | x | 1% | -0.2% | -7% | 7 | 1% | -10 | 0% | u | -5 | 18 |

Arranged by molecular weight (largest number first): some entries from above.
| canonical_smiles | PKM2 act | GALK inhibitor | B2AR arrestin | uPA generation | KCNH2 WT inh | USP2a inh | KCNH2 3.1 block | Eya2 phos inh | Chronic BCR inh | FBPA coupling cs | Giardia kill |
| --- | --- | --- | --- | --- | --- | --- | --- | --- | --- | --- | --- |
| COc1ccc(N(CC(=O)NCC2CCCO2)C(=O)CCC(=O)Nc2nccs2)c(OC)c1 (stereo unspecified) | x | 4% | -0.5% | 17% | -8 | 0% | 5 | -16% | 0% | 1 | -2 |
| COc1cccc(C(=O)Cn2c(N3CCOCC3)nc3c2c(=O)n(C)c(=O)n3C)c1 | 1% | -6% | -0.3% | x | -8 | -1% | 1 | -6% | 2% | -4 | -13 |
| O=C(c1ccccc1)c1ccc2cc(O)ccc2c1 | x | 1% | -0.2% | -7% | 7 | 1% | -10 | 0% | u | -5 | 18 |

Continued.
| canonical_smiles | PKM2 act | GALK inhibitor | B2AR arrestin | uPA generation | KCNH2 WT inh | USP2a inh | KCNH2 3.1 block | Eya2 phos inh | Chronic BCR inh | FBPA coupling cs | Giardia kill |
| --- | --- | --- | --- | --- | --- | --- | --- | --- | --- | --- | --- |
| O=C1CSC(c2cn(-c3ccccc3)nc2-c2ccc3c(c2)OCCO3)N1CCN1CCOCC1 (stereo unspecified) | 11% | 7% | -0.9% | -1% | 2 | -10% | -1 | -14% | u | 0 | 14 |
| Cc1c(C=NCCOCc2ccccc2)cnn1C | -2% | 0% | 0.5% | 3% | -3 | 3% | -10 | -1% | -16% | -2 | -14 |
| Cc1nc2ccccn2c1C(=O)NCc1cccnc1 | 1% | 4% | -0.4% | 9% | -2 | 0% | 0 | 2% | 1% | 3 | -5 |
| CCc1cc2c(COC(=O)CCNS(=O)(=O)c3cccc(C(F)(F)F)c3)cc(=O)oc2cc1O | x | x | -0.6% | 6% | -3 | 0% | 6 | -14% | 0% | x | 0 |
